From PubChem
HCV NS3 hel inh: inhibitors of Hepatitis C virus NS3 helicase; NS3 helicase DNA unwinding, Cy5 molecular beacon fluorescence; inhibition, % at 10.9 µM; 0.56% of 290,000 active; AID 1800;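 active means inhibition above the mean of all tested compounds plus 3 SD, set per campaign, cut at about 35% in these data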;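 further: 0% = DMSO wells and 100% = thioflavine S control wells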
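Material: hepatitis C virus NS3 helicase domain fragment enzyme; measured by: Cy5 fluorescence, 0 and 60 min reads; control set: DMSO and thioflavine S; incubation: 60 min unwinding reaction at 25 °C after ATP addition; read-out basis: % inhibition from 60/0 min fluorescence ratio, DMSO 0%, thioflavine S 100%; repeats: singlicate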
VIM-2 inh: blocks Pseudomonas aeruginosa VIM-2 metallo-beta-lactamase; inhibition, % at 5.6 µM; 0.89% of 290,000 active; purified VIM-2, nitrocefin hydrolysis, epi-absorbance fluorescence;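 active means inhibition above the mean of all tested compounds plus 3 SD, cutoff set per screening run, cut at about 7.5% in these data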;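 further: red hydrolysis product quenches plate fluorescence so inhibitors raise well fluorescence; 0% = enzyme with DMSO and 100% = DMSO without enzyme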
CRFBP-R2 block: CRF-BP/CRF-R2 complex antagonism. HEK293 CRF-R2/CRF-BP, CRF-induced calcium fluorescence. inhibition, % at 11.8 µM. 0.59% of 350,000 active. AID 588475;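 active means inhibition of the ligand-induced calcium signal above about 50% at the single tested concentration, limit read from the data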
IDE cell activ: activators of human insulin-degrading enzyme in cells | P14735 | HEK cells, FAbeta-B cleavage, fluorescence polarization; 0% vehicle, 100% cell-free pure enzyme wells | activation, % at 5.96 µM | 0.073% of 340,000 active | AID 493087;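 active means activation above the mean of all tested compounds plus 3 SD, set per screening campaign, cut at about 17% in these data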
IMP-1 inhibitor: blocks Pseudomonas aeruginosa IMP-1 metallo-beta-lactamase; 0.45% of 290,000 active; inhibition, % at 5.6 µM; purified IMP-1, nitrocefin hydrolysis, epi-absorbance fluorescence;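 active means inhibition above the mean plus 3 SD of all compounds in the same screening run, cut at about 4.5% in these data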;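 further: 0% = IMP-1 with DMSO and 100% = DMSO wells lacking enzyme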
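System: Purified IMP-1 | Read-out basis: Percent enzyme inhibition | Controls: IMP-1 with DMSO as 0%, enzyme-free DMSO as 100% | Replicates: One well per compound | Doses: 5.6 µM nominal single concentration | Detection: Epi-absorbance fluorescence, 480 nm excitation, 530 nm emission | Incubation: 25 °C, 15 min preincubation, 25 min reaction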
GalR3 antag: human GalR3 antagonism; inhibition, % at 3 µM; HEK293 GalR3-CNG cAMP membrane potential fluorescence; galR3 body fused to GalR1 C-terminus; 0.44% of 360,000 active;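 active means inhibition above the screen-wide average plus 3 SD, cut at about 13% in these data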;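 further: forskolin and galanin both at EC90 stimulate the cells; cAMP rise reported by CNG channel membrane potential dye signal; 0% = forskolin plus galanin with DMSO and 100% = forskolin alone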
Target sequence (O60755 1-299 limits assumed): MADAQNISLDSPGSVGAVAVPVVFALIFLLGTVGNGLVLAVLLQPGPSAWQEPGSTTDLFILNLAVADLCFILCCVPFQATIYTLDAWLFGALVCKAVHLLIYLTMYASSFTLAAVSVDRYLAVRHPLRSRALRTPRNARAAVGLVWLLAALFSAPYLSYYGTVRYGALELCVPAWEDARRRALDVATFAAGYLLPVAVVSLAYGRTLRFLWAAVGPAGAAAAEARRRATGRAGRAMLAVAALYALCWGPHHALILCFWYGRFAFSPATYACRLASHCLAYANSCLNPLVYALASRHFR
p-CIP stab down: compounds decreasing mouse p/CIP protein stability; 0.01% of 290,000 active; decrease of EGFP signal, % at 10 µM; AID 1984; F442A p/CIP-EGFP cells, EGFP fluorescence, 16 h; Q05BA5;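 active means EGFP signal decrease of at least 30% at 10 µM or well 3 SD below plate mean, unless failing retest; inactive means the rest, including hits failing retest or dose response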; further: some compounds called inactive have numbers as strong as hits; many of its hits are not listed in these tables
SUMO HTRF inh: inhibitors of human SUMOylation (UBC9); P63279; HTRF SUMOylation assay, SAE1/SAE2 + UBC9, in vitro; inhibition, % at 35 µM; 0.36% of 290,000 active; in the data active means inhibition above about 50%, passing the limit was not always enough; further: strong numbers were not always called active
Target sequence (P63279 whole entry, looked up): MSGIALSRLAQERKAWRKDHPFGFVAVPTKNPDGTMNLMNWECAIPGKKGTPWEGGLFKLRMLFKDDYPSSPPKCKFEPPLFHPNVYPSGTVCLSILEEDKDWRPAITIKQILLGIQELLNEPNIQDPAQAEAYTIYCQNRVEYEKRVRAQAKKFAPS
IDE inh: inhibitors of human insulin-degrading enzyme in cells. HEK cells, FAbetaB cleavage, fluorescence polarization. 0.41% of 320,000 active. P14735. AID 434962. inhibition, % at 5.59 µM;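 active means percent inhibition above the average of all tested compounds plus 3 SD, set per screening campaign, cut at about 16% in these data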;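 further: IDE supplied by intact live HEK cells; FP after avidin binding of uncleaved biotin substrate so inhibition keeps polarization high; 0% = DMSO wells and 100% = 60 µM reference IDE inhibitor Ii1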
* marks the source's active call; other numbers are inactive results. Compounds were not picked by outcome; about 3.2% have a hit in one of these screens.

For O=C(NCCCN1CCCC1)[C@H](CSCc1ccccc1)N1Cc2ccccc2C1=O the results were HCV NS3 hel inh -32, VIM-2 inh -0.2, CRFBP-R2 block -1, IDE cell activ 1, IMP-1 inhibitor -0.8, GalR3 antag -3, p-CIP stab down 0, SUMO HTRF inh 15 and IDE inh -3.
Screening COc1ccc(NC(=O)c2cc([N+](=O)[O-])ccc2O)cc1 returned HCV NS3 hel inh 0, VIM-2 inh -0.8, CRFBP-R2 block 48, IDE cell activ 22*, IMP-1 inhibitor -1.3, GalR3 antag -11, p-CIP stab down -14, SUMO HTRF inh 7 and IDE inh 3.
Screening Cc1ccc(S(=O)(=O)N2CCOCC2)cc1C(=O)Nc1nc2ccccc2[nH]1 returned HCV NS3 hel inh 9, VIM-2 inh -4.7, CRFBP-R2 block 3, IDE cell activ 5, IMP-1 inhibitor -2.2, GalR3 antag -1, p-CIP stab down -15, SUMO HTRF inh 16 and IDE inh 1.
For CCN(CC)c1ccc(/C=N/NC(=S)NCc2ccc(OC)cc2)cc1 the results were HCV NS3 hel inh 3, VIM-2 inh 0.5, CRFBP-R2 block 6, IDE cell activ 3, IMP-1 inhibitor 0.1, GalR3 antag -6, p-CIP stab down 10, SUMO HTRF inh -9 and IDE inh 6.
Screening CC1(C)Cc2cccc(OCC(=O)OCC(=O)Nc3cccc(S(N)(=O)=O)c3)c2O1 returned HCV NS3 hel inh -18, VIM-2 inh 1.6, CRFBP-R2 block -3, IDE cell activ 7, IMP-1 inhibitor -0.6, GalR3 antag -3, p-CIP stab down -2, SUMO HTRF inh -9 and IDE inh 8.
Screening O=C(Nc1ccc2ccccc2c1)c1cn(-c2ccccc2)nc1-c1cccs1 returned HCV NS3 hel inh 3, VIM-2 inh -2.5, CRFBP-R2 block -41, IDE cell activ 3, IMP-1 inhibitor -1.4, GalR3 antag -4, p-CIP stab down -1, SUMO HTRF inh -11 and IDE inh 2.
For COc1cc(C=O)ccc1OC(=O)N1CCOCC1 the results were HCV NS3 hel inh 9, VIM-2 inh -2.0, CRFBP-R2 block 15, IDE cell activ -1, IMP-1 inhibitor -1.9, GalR3 antag -2, p-CIP stab down -4, SUMO HTRF inh 4 and IDE inh -5.
For CSc1nc(-c2ccco2)nn1C(=O)c1ccccc1 the results were HCV NS3 hel inh -6, VIM-2 inh -2.4, CRFBP-R2 block 2, IDE cell activ -2, IMP-1 inhibitor -1.8, GalR3 antag -1, p-CIP stab down -15, SUMO HTRF inh 5 and IDE inh 0.
Screening Cc1cccc(-n2c(SCC(=O)c3c(N)n(C4CC4)c(=O)[nH]c3=O)nnc2N2CCOCC2)c1 returned CRFBP-R2 block 3, IDE cell activ 3, GalR3 antag -6 and IDE inh 2.
For Cc1cc(C)cc(-n2cnc3cc(C(=O)O)ccc32)c1 the results were HCV NS3 hel inh 6, VIM-2 inh -5.0, CRFBP-R2 block -2, IDE cell activ 6, IMP-1 inhibitor -0.9, GalR3 antag -4, p-CIP stab down 8, SUMO HTRF inh -2 and IDE inh 4.
For Cc1cc(C)nc(SC2CCCCC2NS(=O)(=O)c2ccccc2)n1 (stereo not given) the results were HCV NS3 hel inh -21, VIM-2 inh -1.4, CRFBP-R2 block -4, IDE cell activ 0, IMP-1 inhibitor -4.0, GalR3 antag 1, p-CIP stab down 3, SUMO HTRF inh 2 and IDE inh 1.
Cc1onc(-c2ccccc2)c1C(=O)Nc1ccc(Br)cc1Cl was read as HCV NS3 hel inh 8, VIM-2 inh 0.1, CRFBP-R2 block -60, IDE cell activ 0, IMP-1 inhibitor 0.8, GalR3 antag -5, p-CIP stab down 5, SUMO HTRF inh -9 and IDE inh 4.

4 entries from above, arranged by molecular weight, ascending:
For COc1cc(C=O)ccc1OC(=O)N1CCOCC1 the results were HCV NS3 hel inh 9, VIM-2 inh -2.0, CRFBP-R2 block 15, IDE cell activ -1, IMP-1 inhibitor -1.9, GalR3 antag -2, p-CIP stab down -4, SUMO HTRF inh 4 and IDE inh -5.
For CSc1nc(-c2ccco2)nn1C(=O)c1ccccc1 the results were HCV NS3 hel inh -6, VIM-2 inh -2.4, CRFBP-R2 block 2, IDE cell activ -2, IMP-1 inhibitor -1.8, GalR3 antag -1, p-CIP stab down -15, SUMO HTRF inh 5 and IDE inh 0.
For Cc1cc(C)nc(SC2CCCCC2NS(=O)(=O)c2ccccc2)n1 (stereo not given) the results were HCV NS3 hel inh -21, VIM-2 inh -1.4, CRFBP-R2 block -4, IDE cell activ 0, IMP-1 inhibitor -4.0, GalR3 antag 1, p-CIP stab down 3, SUMO HTRF inh 2 and IDE inh 1.
Screening O=C(Nc1ccc2ccccc2c1)c1cn(-c2ccccc2)nc1-c1cccs1 returned HCV NS3 hel inh 3, VIM-2 inh -2.5, CRFBP-R2 block -41, IDE cell activ 3, IMP-1 inhibitor -1.4, GalR3 antag -4, p-CIP stab down -1, SUMO HTRF inh -11 and IDE inh 2.

The listing continues.
`Cc1cccc(NS(=O)(=O)c2ccc3[nH]c(=O)cc(C(=O)O)c3c2)c1` gave HCV NS3 hel inh 2, VIM-2 inh 1.5, CRFBP-R2 block 12, IDE cell activ 2, IMP-1 inhibitor -0.9, GalR3 antag -6, p-CIP stab down -5, SUMO HTRF inh 4 and IDE inh 6.
Screening Cc1cccc(NC(=S)NC2CCCC2)c1C returned HCV NS3 hel inh -3, VIM-2 inh -3.5, CRFBP-R2 block -10, IDE cell activ 3, IMP-1 inhibitor -3.6, GalR3 antag -4, p-CIP stab down -10, SUMO HTRF inh 8 and IDE inh 7.
For O=C(c1ccc(Cl)cc1)[C@@H]1[C@@H]2C(=O)N(c3ccccc3)C(=O)[C@@H]2C2c3ccccc3C=NN21 (stereo not given in full) the results were HCV NS3 hel inh -6, VIM-2 inh -2.0, CRFBP-R2 block -30, IDE cell activ 4, IMP-1 inhibitor -1.2, GalR3 antag -8, p-CIP stab down -24, SUMO HTRF inh 6 and IDE inh 9.
Cc1csc(CN(C)C(=O)CC2C(=O)NCCN2Cc2ccc(F)cc2Cl)n1 (stereo not given) was read as HCV NS3 hel inh -8, VIM-2 inh -2.4, CRFBP-R2 block 4, IDE cell activ 4, IMP-1 inhibitor -1.8, GalR3 antag -8, p-CIP stab down -14, SUMO HTRF inh 6 and IDE inh 2.
For O=C(c1ccc(OC2CCN(C/C=C/c3ccccc3)CC2)cc1)N1CCCC1 the results were HCV NS3 hel inh -43, VIM-2 inh 1.2, CRFBP-R2 block -6, IDE cell activ 2, IMP-1 inhibitor 0.9, GalR3 antag -3, p-CIP stab down 10, SUMO HTRF inh -4 and IDE inh -2.
`CC(C)N(Cc1nccn1C)C(=O)CC1C(=O)NCCN1Cc1ccccc1C(F)(F)F` (stereo not given) gave HCV NS3 hel inh 2, VIM-2 inh 0.7, CRFBP-R2 block 11, IDE cell activ 3, IMP-1 inhibitor -1.0, GalR3 antag -3, p-CIP stab down -10, SUMO HTRF inh 11 and IDE inh 5.
For CCc1ccc(N2CN(CCc3ccccc3)CNC2=S)cc1 the results were HCV NS3 hel inh -1, VIM-2 inh -0.5, CRFBP-R2 block -2, IMP-1 inhibitor -2.8, GalR3 antag -4, p-CIP stab down 4, SUMO HTRF inh 7 and IDE inh -4.
Screening COc1ccc(-n2nc(C(=O)NCC(=O)Nc3cccc(C)n3)c3ccccc3c2=O)cc1 returned HCV NS3 hel inh 0, VIM-2 inh -1.6, CRFBP-R2 block -3, IDE cell activ 3, IMP-1 inhibitor -1.2, GalR3 antag -1, p-CIP stab down -5, SUMO HTRF inh 21 and IDE inh 1.
Screening COc1cc(-c2n[nH]c(=S)n2/N=C/c2cccn2C)cc(OC)c1OC returned HCV NS3 hel inh 11, VIM-2 inh -1.9, CRFBP-R2 block -18, IDE cell activ -1, IMP-1 inhibitor -3.2, GalR3 antag -2, p-CIP stab down 4, SUMO HTRF inh -3 and IDE inh -2.
COc1ccccc1NC(=O)COC(=O)c1ccc(S(=O)(=O)NCc2ccco2)cc1 was read as HCV NS3 hel inh -5, VIM-2 inh -2.2, CRFBP-R2 block 25, IDE cell activ 1, IMP-1 inhibitor -2.6, GalR3 antag -2, p-CIP stab down -11, SUMO HTRF inh -1 and IDE inh -4.
Screening CCOc1ccc(OCC)c(NC(=O)CN2CCN(c3ccc(C)cc3C)CC2)c1 returned HCV NS3 hel inh -11, VIM-2 inh -4.6, CRFBP-R2 block 13, IDE cell activ -1, IMP-1 inhibitor -1.3, GalR3 antag -1, p-CIP stab down -7, SUMO HTRF inh 9 and IDE inh 2.
`CC1(C)CC(=O)C=C(NCCN2CCN(C(=O)Nc3ccc(Cl)c(Cl)c3)CC2)C1` gave HCV NS3 hel inh -12, VIM-2 inh -2.1, CRFBP-R2 block -11, IDE cell activ 1, IMP-1 inhibitor -6.3, GalR3 antag 0, p-CIP stab down 7, SUMO HTRF inh 22 and IDE inh 3.
For COc1cccc(/C(O)=C2/C(=O)C(=O)N(c3ccccn3)C2c2ccc(OC)c(OC)c2)c1 (stereo not given) the results were HCV NS3 hel inh 11, VIM-2 inh -1.0, CRFBP-R2 block 7, IDE cell activ 7, IMP-1 inhibitor -1.6, GalR3 antag -1, p-CIP stab down 9, SUMO HTRF inh 18 and IDE inh -2.
`CC(C)c1ccc(S(=O)(=O)c2nnn3c2nc(NCC2CCCO2)c2ccccc23)cc1` (stereo not given) gave HCV NS3 hel inh 0, VIM-2 inh -2.2, CRFBP-R2 block -10, IDE cell activ -1, IMP-1 inhibitor -1.9, p-CIP stab down -2, SUMO HTRF inh 9 and IDE inh 4.
For O=C(NNC(=O)c1cccnc1Cl)c1ccc(F)cc1 the results were HCV NS3 hel inh -1, VIM-2 inh -0.2, CRFBP-R2 block 15, IDE cell activ 0, IMP-1 inhibitor 0.9, GalR3 antag -4, p-CIP stab down -8, SUMO HTRF inh -3 and IDE inh -4.
For Cc1[nH]n(-c2ccccc2)c(=O)c1C=NC1CCCCC1 the results were HCV NS3 hel inh 1, VIM-2 inh -0.7, CRFBP-R2 block 4, IDE cell activ 3, IMP-1 inhibitor -2.0, GalR3 antag -5, p-CIP stab down -7, SUMO HTRF inh 12 and IDE inh 2.
For CCC(=O)Nc1nnc(SCc2cccc(F)c2)s1 the results were HCV NS3 hel inh -4, VIM-2 inh 0.8, CRFBP-R2 block -26, IDE cell activ 7, IMP-1 inhibitor -1.9, GalR3 antag -8, p-CIP stab down -1, SUMO HTRF inh 17 and IDE inh 0.
Screening O=[N+]([O-])c1cnccc1Nc1ccccc1 returned HCV NS3 hel inh 0, VIM-2 inh -3.5, CRFBP-R2 block -39, IDE cell activ 1, IMP-1 inhibitor -3.2, GalR3 antag -6, p-CIP stab down -8, SUMO HTRF inh 8 and IDE inh 1.
Screening O=C(CCNS(=O)(=O)c1ccc(Br)cc1)NCC1CCCO1 (stereo not given) returned CRFBP-R2 block -9, IDE cell activ -1, GalR3 antag -6 and IDE inh -1.
